Source: PubChem BioAssay (several laboratories)
RSV antiviral HEp-2 = RSV antiviral activity via CPE protection, HEp-2 cells, primary 10 µM value included (AID 2391). HEp-2 cells, RSV-induced CPE inhibition; higher % means a stronger effect. CPE inhibition, % at 10 µM; hits with a dose series show IC50 in µM. 310,000 compounds, 0.13% hits; in the data active means a potency from the dose series; inconclusive means CPE inhibition mostly from about 23% at the one dose, without a potency; inactive means the rest, 99 in 100 with CPE inhibition below about 21%; further: strong numbers were not always called active
LYP inhibition = inhibitors of LYP phosphatase, biochemical, fluorescence intensity, uHTS (AID 1779). recombinant LYP phosphatase, fluorescence intensity; higher % means a stronger effect. inhibition, % at 11.5 µM; hits with a dose series show IC50 in µM. 290,000 compounds, 0.054% hits; in the data active means inhibition above about 50%;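 further: plate controls were vehicle with enzyme for no effect and no enzyme for full effect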
K1F lysis inhibition = protection from phage-mediated lysis, alamar blue read-out – E. coli UTI89, K1F phage, bacterial capsule biogenesis inhibitors (AID 488966). E. coli UTI89 K1F phage lysis, alamar blue, 2 h; higher % means a stronger effect. one-dose inhibition, % at 100 µM; IC50 in µM for titrated hits. 340,000 compounds, 0.02% hits;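 active means phage lysis inhibition, versus mean bacterial control, above a set limit; inconclusive means no clear call, values can overlap the other calls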;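 further: capsule biogenesis inhibitors block K1F phage lysis so surviving cells raise fluorescence; higher fluorescence means more inhibition of phage lysis; actives were called in the ten point dose series up to 300 µM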
AID2073 = disruptors of CaV2.2 binding to Mint1 – biochemical, HTRF (AID 2073). HTRF protein-protein interaction, Mint1-CaV2.2; higher % means a stronger effect. 290,000 compounds, 0.19% hits. inhibition, % at 20 µM, or IC50 in µM where a hit was titrated; in the data active means inhibition mostly above about 51%, no sharp cut-off; inconclusive means no clear call, values can overlap the other calls; inactive means mostly below about 53%; further: some results filed as inactive read as strong as hits
WT yeast gro inh = growth inhibition of WT yeast, mitochondrial fusion screen; mitochondrial fusion phenotypic screen, WT strain; inhibition, % at 10 µM; 190,000 compounds, 2.1% hits; AID 1362; in the data active means inhibition above about 58%; tested in S. cerevisiae
NS5 inhibitors = Dengue-2 NS5 methyltransferase inhibitors, primary screen, biochemical, confirmation dose response (AID 588689). Dengue-2 NS5 methyltransferase capping enzyme assay, biochemical; higher % means a stronger effect. inhibition, % at 25 µM, or IC50 in µM where a hit was titrated. 340,000 compounds, 0.3% hits; in the data active means a potency from the dose series; inconclusive means inhibition above about 29% without an active follow-up result
GPR35 arrestin U2OS = inhibition of zaprinast-stimulated GPR35 beta-arrestin translocation – imaging, U2OS, beta-arrestin-GFP, zaprinast agonist, primary screen (AID 2058); 290,000 compounds, 0.052% hits; one-dose inhibition, % at 10 µM; IC50 in µM for titrated hits; U2OS GPR35 beta-arrestin-GFP translocation imaging, zaprinast antagonism; higher % means a stronger effect;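 active means inhibition of at least 50% with at least 30 cells and total cytoplasm GFP at most 10,000,000; inconclusive means under 30 cells or total GFP of 10,000,000 plus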
Autophagy mod = modulators of autophagy. calls only at 10 µM (by protocol). MEF GFP-LC3 puncta imaging; test concentration mostly 10 µM. 190,000 compounds, 0.98% hits;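 active means percentage of spot-positive cells more than 3 SD above its plate mean, without a fluorescence outlier flag or 80% toxicity; inconclusive means no clear call, values can overlap the other calls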;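 further: spot-positive cell cutoff set from DMSO-treated cells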
NTR1 ag = agonists of NTR1, primary screen, imaging, U2OS cells, beta-arrestin-GFP, high content (AID 493036); P30989; 330,000 compounds, 0.17% hits; activation, % at 20 µM; NTR1-U2OS beta-arrestin-GFP spot imaging, agonist mode;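 active means activation at or above 40% of the spot to cytoplasm intensity ratio, with at least 20 cells analyzed; inconclusive means wells under 20 cells, flagged as cytotoxic or low count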;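 further: 0% = DMSO without peptide and 100% = 100 nM NTR1 peptide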
Target sequence (P30989 whole entry, looked up): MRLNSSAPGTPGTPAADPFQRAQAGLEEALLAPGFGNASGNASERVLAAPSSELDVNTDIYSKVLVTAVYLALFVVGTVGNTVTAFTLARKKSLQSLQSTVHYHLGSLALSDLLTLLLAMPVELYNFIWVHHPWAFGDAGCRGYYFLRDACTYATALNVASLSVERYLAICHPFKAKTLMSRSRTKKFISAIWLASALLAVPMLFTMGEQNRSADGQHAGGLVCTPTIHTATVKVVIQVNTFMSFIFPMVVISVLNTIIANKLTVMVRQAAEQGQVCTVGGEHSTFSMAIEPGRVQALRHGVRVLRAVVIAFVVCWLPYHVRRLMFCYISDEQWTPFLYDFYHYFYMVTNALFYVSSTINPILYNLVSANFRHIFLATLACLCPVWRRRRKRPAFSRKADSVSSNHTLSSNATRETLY
WT yeast gro inh mutant strain = second read-out of WT yeast gro inh, no call of its own (marks repeat the call); inhibition, %; mitochondrial fusion phenotypic screen, mutant strain inhibition
Autophagy mod cell loss 18 h = further read-out of Autophagy mod, marked with its call; toxicity, %; measured here: cell loss, nuclei count;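 cell loss after 18 h compound exposure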
NTR1 ag cell count 20 µM = second read-out of NTR1 ag, no call of its own (marks repeat the call); cell count; measured here: cell count, cytotoxicity flag
Active calls of the source: *; i = inactive; ? = inconclusive; nt = no result given; [ ] = dose if it differs, or a comment.

SMILES | RSV antiviral HEp-2 | LYP inhibition | K1F lysis inhibition | AID2073 | WT yeast gro inh | WT yeast gro inh mutant strain | NS5 inhibitors | GPR35 arrestin U2OS | Autophagy mod | Autophagy mod cell loss 18 h | NTR1 ag | NTR1 ag cell count 20 µM
CCOC(=O)c1sc2ncnc(OC)c2c1C | 14% | -8% | -1.6% | 1% | 4 | -10 | -5% | -9% | i | -35 | -0.5 | 59
COc1ccccc1NC(=O)C(=O)NCCC1CCCCN1S(=O)(=O)c1ccccc1 (centres undefined) | 13% | nt | 0.6%[50 µM] | nt | nt | nt | 5% | nt | nt | nt | 2.5 | 59
CCN(CC)S(=O)(=O)c1ccc(Cl)c(NC(=O)COC(=O)c2ccc(O)cc2)c1 | 3.4% | 1% | 2.7% | 12% | -19 | -8 | -4% | -2% | i | 13 | 0.0 | 54
COc1ccccc1/C=C1/C(=O)N(c2ccccc2)N=C1C | 0.9% | -2% | 0.3%[50 µM] | -8% | nt | nt | 90µM* | 0% | nt | nt | -0.8 | 47
COc1ccc(C2CC(c3ccc4ccccc4c3OC(C)=O)=NN2C(=O)/C=C/c2ccccc2)cc1 (centres undefined) | 9.9% | 7% | 15% | 26% | 17 | 10 | 5% | -13% | i | 7 | 3.4 | 46
COC(=O)C1=[N+]([O-])OC(C(=O)OC)C1c1c[nH]c2ccccc12 (centres undefined) | -0.7% | -2% | 0.6% | -11% | -7 | 10 | 3% | -3% | i | -13 | -0.2 | 62
Cc1ccsc1C(=O)OCC(=O)NC1CCCC1 | -0.9% | nt | 1.0%[50 µM] | nt | nt | nt | 1% | nt | nt | nt | -3.2 | 66
COc1ccc(CCNC(=O)c2cc(-c3ccc(C)c(C)c3O)n[nH]2)cc1OC | 36% | -8% | 6.8% | -7% | 8 | 4 | -3% | -1% | i | 28 | 6.4 | 32
C[N+]1(CC(=O)NNc2c3ccccc3nc3ccccc23)CCOCC1 | 5.6% | 0% | nt | -14% | 57 | 10 | nt | 8% | i | -3 | 1.2 | 47
N#CC1=C(Nc2ccccc2)SC=C(c2ccccc2)N=C1N1CCOCC1 | nt | -2% | 1.1% | -4% | 4 | -4 | -6% | 2% | i | -4 | nt | nt
CCOC(=O)C1CCN(C(=O)C(C)Oc2ccc(Br)cc2)CC1 (centres undefined) | -0.3% | -3% | 0.9% | -4% | -18 | -2 | -4% | 0% | i | -6 | 0.1 | 84
CSc1ccc(CN(C)C(=O)CCNS(=O)(=O)c2ccc(C)c(C)c2)cc1 | 8.9% | nt | -0.3%[50 µM] | nt | nt | nt | -8% | nt | nt | nt | 3.1 | 59
CCOC(=O)c1[nH]c(C)c(/C=N/O)c1C | 1.3% | -5% | 0.4% | 12% | 31 | 7 | 0% | -4% | i | -8 | -0.1 | 54
COc1ccccc1NS(=O)(=O)c1cc(NC(=O)c2sccc2C)ccc1N1CCOCC1 | 2.1% | 4% | 0.3% | 12% | nt | nt | 2% | -6% | nt | nt | 0.8 | 74
Cc1cccc(NC(=O)COc2ccc(/C=N\n3cnnc3)cc2)c1 | 2.0% | -7% | 0.6% | -3% | 1 | -12 | 4% | 0% | i | -9 | -0.1 | 36
Cc1cccc(CN2CCNC2=O)c1 | -0.9% | -3% | -1.1% | 14% | -20 | -12 | -5% | -1% | i | -3 | 0.7 | 55
CC(=O)N1c2ccccc2-c2nc3ccccc3n2C1C (centres undefined) | 0.2% | -6% | -0.2% | 16% | nt | nt | -1% | 7% | nt | nt | 1.0 | 50
Cc1ccc(CNC(=O)C2(NC(=O)Nc3ccc(C)cc3)CCCCC2)cc1 | -2.1% | -8% | 0.3% | -3% | -5 | -18 | -2% | 3% | i | -23 | 1.0 | 49
CCCCNC(=O)C1COc2ccccc2O1 (centres undefined) | 5.0% | -7% | 2.4% | 3% | 1 | 2 | -5% | 13% | i | -1 | -0.6 | 48
CCc1noc(C)c1C(=O)Nc1cc(C(F)(F)F)ccc1-n1cncn1 | 1.3% | nt | 0.9%[50 µM] | nt | nt | nt | 1% | nt | nt | nt | -0.2 | 54
CC(OC(=O)CNC(=O)c1ccc(F)cc1)C(=O)Nc1ccc(S(=O)(=O)N2CCOCC2)cc1 (centres undefined) | 2.3% | nt | 0.2%[50 µM] | nt | nt | nt | 0% | nt | nt | nt | -2.7 | 56
O=C(Nc1ccc(Cl)cc1)c1ccc2c(c1)OCO2 | 5.0% | 3% | 3.4% | -2% | 80* | 8.9* | -2% | 10% | i | 2 | -0.8 | 89
CC/C(=N\NC(=O)CNC(=O)/C=C/c1ccco1)c1ccccc1 | 0.4% | -7% | -0.1% | -4% | -16 | -9 | 1% | -5% | i | 17 | -0.9 | 49
Cc1cccc(N2CCN(C(=O)CC(NC(=O)c3ccccc3)c3ccccc3)CC2C)c1 (centres undefined) | 1.2% | -2% | 3.4% | 1% | -14 | -21 | -3% | -14% | i | 10 | 1.3 | 46
O=C(/C=C/c1ccc(Cl)cc1)N1CCN(c2c(Cl)cccc2[N+](=O)[O-])CC1 | 3.6% | 7% | 0.2%[50 µM] | 27% | 47 | 7 | -1% | 23% | i | 5 | 1.9 | 49

The closing 7 compounds of the part above lead into the next:
SMILES | RSV antiviral HEp-2 | LYP inhibition | K1F lysis inhibition | AID2073 | WT yeast gro inh | WT yeast gro inh mutant strain | NS5 inhibitors | GPR35 arrestin U2OS | Autophagy mod | Autophagy mod cell loss 18 h | NTR1 ag | NTR1 ag cell count 20 µM
CCCCNC(=O)C1COc2ccccc2O1 (centres undefined) | 5.0% | -7% | 2.4% | 3% | 1 | 2 | -5% | 13% | i | -1 | -0.6 | 48
CCc1noc(C)c1C(=O)Nc1cc(C(F)(F)F)ccc1-n1cncn1 | 1.3% | nt | 0.9%[50 µM] | nt | nt | nt | 1% | nt | nt | nt | -0.2 | 54
CC(OC(=O)CNC(=O)c1ccc(F)cc1)C(=O)Nc1ccc(S(=O)(=O)N2CCOCC2)cc1 (centres undefined) | 2.3% | nt | 0.2%[50 µM] | nt | nt | nt | 0% | nt | nt | nt | -2.7 | 56
O=C(Nc1ccc(Cl)cc1)c1ccc2c(c1)OCO2 | 5.0% | 3% | 3.4% | -2% | 80* | 8.9* | -2% | 10% | i | 2 | -0.8 | 89
CC/C(=N\NC(=O)CNC(=O)/C=C/c1ccco1)c1ccccc1 | 0.4% | -7% | -0.1% | -4% | -16 | -9 | 1% | -5% | i | 17 | -0.9 | 49
Cc1cccc(N2CCN(C(=O)CC(NC(=O)c3ccccc3)c3ccccc3)CC2C)c1 (centres undefined) | 1.2% | -2% | 3.4% | 1% | -14 | -21 | -3% | -14% | i | 10 | 1.3 | 46
O=C(/C=C/c1ccc(Cl)cc1)N1CCN(c2c(Cl)cccc2[N+](=O)[O-])CC1 | 3.6% | 7% | 0.2%[50 µM] | 27% | 47 | 7 | -1% | 23% | i | 5 | 1.9 | 49
CC1CCCN(S(=O)(=O)c2coc(C(N)=O)c2)C1 (centres undefined) | 2.1% | -8% | 6.8% | 0% | 2 | 1 | -1% | -18% | nt | nt | 4.8 | 41
O=C(COc1ccccc1)N/N=C/c1ccc2c(c1)OCO2 | 2.2% | -4% | -1.8% | -4% | 15 | 0 | 10% | -13% | i | 2 | 0.2 | 57
CC12CCC(=O)N1C(C(=O)NNC(=O)c1ccccc1)CS2 (centres undefined) | -0.4% | nt | 0.8%[50 µM] | nt | nt | nt | -6% | nt | nt | nt | -1.5 | 43
COc1cc(O)c(CCC(=O)c2ccc(OC)c(OC)c2)c(OC)c1 | 12% | -7% | 0.1% | 2% | nt | nt | -4% | -10% | nt | nt | 2.0 | 52
O=C(O)c1ccc(Cn2cnc3cccnc32)cc1 | 0.7% | -12% | 1.7% | -1% | nt | nt | 4% | -3% | nt | nt | 0.2 | 86
CC(C)[C@@H](C(=O)O)N(Cc1cccc(CN([C@H](C(=O)O)C(C)C)S(C)(=O)=O)c1)S(C)(=O)=O | 2.2% | -10% | 0.1% | -1% | nt | nt | 6% | 8% | nt | nt | 1.8 | 97
Cn1cccc1-c1cc(C(=O)N/N=C/c2ccc(Cl)cc2)[nH]n1 | 2.9% | -7% | 0.1% | 34% | nt | nt | -12% | -14% | nt | nt | -0.3 | 41
O=c1[nH]cc(F)c(=O)[nH]1 | -1.4% | -2% | -13% | 6% | 3 | -6 | 2% | -6% | i | -27 | nt | nt
O=C(c1ccc(-c2ccccc2Cl)o1)N1CCN(c2ccccc2O)CC1 | ? | nt | -2.6%[50 µM] | nt | nt | nt | -7% | nt | nt | nt | 19 | 60
COc1ccc(CCN2CNc3c(c(=O)n(C)c(=O)n3C)C2)cc1 | 1.1% | -12% | 0.3% | -1% | 1 | 0 | -11% | 0% | i | 7 | 2.1 | 89
Nc1cc(Cl)ccc1N1CCOCC1 | 1.7% | -4% | 0.6% | -3% | 4 | 10 | -2% | 10% | i | 1 | -4.2 | 95
CC(C)C(=O)Nc1nnc(SCC(=O)NCc2ccc3c(c2)OCO3)s1 | -0.7% | -6% | 0.1% | -7% | -7 | 1 | -9% | -8% | i | 16 | 2.6 | 51
CC(C)(C)NS(=O)(=O)c1ccc(NS(=O)(=O)Cc2ccccc2)cc1 | 2.2% | -4% | -2.0% | -11% | -1 | 5 | -9% | -9% | i | 10 | -1.0 | 53
O=C(CC1CCCC1)Nc1cc(S(=O)(=O)N2CCOCC2)ccc1O | -0.6% | nt | 0.3%[50 µM] | nt | nt | nt | 4% | nt | nt | nt | 3.5 | 64
Nc1cc([N+](=O)[O-])cc2oc(-c3ccccc3)cc12 | 18% | -1% | 0.3% | 36% | nt | nt | -8% | 16% | nt | nt | -0.9 | 50
CN1C(=O)Cc2cc(S(=O)(=O)N3CCOCC3)ccc21 | 0.7% | -5% | 1.4% | -1% | 9 | -1 | -6% | 10% | i | -1 | -1.1 | 66
CCOC(=O)c1nnn(-c2nonc2N)c1-c1ccc(C)cc1 | -0.8% | -3% | -0.3% | -6% | -6 | 5 | -2% | 15% | i | -2 | -1.2 | 52
Cc1onc(C(=O)NCc2cccs2)c1[N+](=O)[O-] | 1.0% | -6% | 0.1% | 6% | -9 | -11 | -1% | -1% | i | -27 | -1.5 | 79

Exported with values under each structure: 2 of the compounds above
Sequence of screens – RSV antiviral HEp-2 | LYP inhibition | K1F lysis inhibition | AID2073 | WT yeast gro inh | WT yeast gro inh mutant strain | NS5 inhibitors | GPR35 arrestin U2OS | Autophagy mod | Autophagy mod cell loss 18 h | NTR1 ag | NTR1 ag cell count 20 µM
- O=c1[nH]cc(F)c(=O)[nH]1
    -1.4% | -2% | -13% | 6% | 3 | -6 | 2% | -6% | i | -27 | nt | nt
- Nc1cc(Cl)ccc1N1CCOCC1
    1.7% | -4% | 0.6% | -3% | 4 | 10 | -2% | 10% | i | 1 | -4.2 | 95
